# Screening data from PubChem BioAssay.
# Htt clearance: compounds clearing mutant huntingtin protein | HeLa Exon1htt(103Q)mCFP, aggregate imaging; zero = plate's median compound well | AID 853 | inhibition, % at 1.5 µM | 47,000 compounds, 0.42% hits;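 active = inhibition of aggregate fluorescence above about 70%, also judged a hit by eye on the cell image, limit read from the data, passing the limit was not always enough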;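 also: cells exposed to compound for three days before fixation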
# Htt clearance grain fraction: also measured in Htt clearance; calls as there; fraction fluorescence in grains; measured here: aggregate grain fluorescence fraction; hits give low values;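 scaled fraction of total cell fluorescence in grains with unit not stated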
# The depositor's hits bear a star.
Compound	Htt clearance	Htt clearance grain fraction
Cc1nnc(SCC(=O)N2CCN(S(=O)(=O)c3ccc(Cl)cc3)CC2)[nH]c1=O	-17.3	44.7
Cc1cc(C)nc(SCc2nnc(SCC(=O)Nc3cc(C(F)(F)F)ccc3Cl)o2)n1	-374.6	150
CCOC(=O)c1ccc(-n2c(C)nc3c(cnn3-c3ccccc3C)c2=O)cc1	-29.6	40
Cn1c(NCC(O)c2ccccc2)nc2c1c(=O)n(Cc1ccc(Cl)cc1)c(=O)n2C (stereo not drawn)	-31.8	23.5
Nc1cc(C(=O)O)ccc1Nc1ccc(F)c(F)c1	27.5	12
O=C(OC1CCOC1=O)c1ccc(S(=O)(=O)N2CCCCCC2)cc1 (stereo not drawn)	12.2	32.8
CN(C)c1ncnc2c1NC1=C(S2)C(=NCCCC(=O)O)CC(C)(C)C1	-29.6	48.8
O=C(CNCCC1=CCCCC1)Nc1ccc(N2CCCCCC2)cc1	-14.2	43
CCOC(=O)c1ccc(NC(=O)CC2NCCNC2=O)cc1 (stereo not drawn)	22.6	33.6
CC(C)c1nc(N2CCOCC2)c(C#N)c2c1CCCC2	-47.0	57.3
CCOC(=O)c1oc2c(C)c(O)ccc2c(=O)c1-c1nncn1-c1ccccc1	-6.5	20
N#CC1=C(SCc2ccccc2)NC(=O)CC1c1ccccc1 (stereo not drawn)	6.5	18.7
COc1cccc(/C=N/n2c(C)nc3ccccc3c2=O)c1O	17.4	29.9
CCOC(=O)C1CCN(C(=O)c2sc3nc(-c4ccccc4)cn3c2C)CC1	41.6	10.2
CCn1c(SCC(=O)c2ccc(C)cc2)nnc1-c1ccoc1C	20.3	13.3
NC(=O)CN1C(=O)C2C3c4ccccc4C(c4ccccc43)C2C1=O (stereo not drawn)	-69.0	67.9
CCCn1c(CCC(=O)O)ccc1-c1ccc(OC)cc1	-2.1	19.7
COc1cccc(CN2CCCC(C(=O)N3CCCCC3)C2)c1OC (stereo not drawn)	-36.7	52.5
CC(OC(=O)c1snc(C(=O)NC2CCCCC2)c1N)C(=O)NC(C)(C)C (stereo not drawn)	-43.5	25.2
CCOc1ccc(NC(=O)CS(=O)CC(=O)NC2CCCc3ccccc32)cc1 (stereo not drawn)	7.0	31.1
COc1ccccc1NC(=O)CN1CCN(Cc2ccccc2)CC1	-0.3	19.8
COc1ccccc1-n1c(SCC(=O)N2CCc3ccccc32)nc2c(c1=O)SCC2	56.0	21.3
Cc1ccccc1Nc1nnc(C)c(=O)[nH]1	25.5	12.8
O=C(CN1CCC(NC(=O)c2ccccc2F)CC1)NCc1ccc(F)cc1	-55.2	58.6
CCOc1ncccc1C(=O)OCC(=O)c1ccc[nH]1	30.4	12.5
CSC1=NCCN1C(=O)Cc1ccc(F)cc1	-23.3	50.5
CCOC(=O)CN1C(=O)C2(OCCCO2)c2ccccc21	53.4	7.73
N=c1c(C(=O)NCc2ccco2)cc2c(=O)n3ccccc3nc2n1Cc1ccc(Cl)cc1	-68.1	61
Cn1nc(-c2ccccc2)c2nc3ccccc3nc21	17.3	31.5
CCSC(C)CC1C/C(=N/O)c2c(C)noc2C1 (stereo not drawn)	-15.9	43.5
COc1ccc(N2C(=O)C3CCCN3C2c2ccc(Cl)cc2)cc1 (stereo not drawn)	6.9	46.2
C=CCOC(=O)COc1ccc2c(C)c(CC)c(=O)oc2c1	29.0	13.2
CCOc1cc(/C=C2/C(=N)N3C=CSC3=NC2=O)ccc1OCCCOc1ccccc1C	-6.1	38
NC(=O)C1(N2CCCCC2)CCN(C(=O)NC23CC4CC(CC(C4)C2)C3)CC1	41.6	17.9
COC(=O)/C(NC(C)=O)=C(\C)c1ccc(Cl)cc1	-63.3	31.6
C=C(C)Cn1c(SCC(=O)NCc2ccco2)nc2sc3c(c2c1=O)CCC3	14.2	15.9
CC(C(=O)O)n1nc2ccccc2n1 (stereo not drawn)	47.3	21.5
CN(C(=O)C1CCN(S(=O)(=O)c2cccs2)CC1)C1CCCCC1	17.3	30.4
Fc1ccc(C(c2nnnn2Cc2cccs2)N2CCN(C3CCCC3)CC2)cc1 (stereo not drawn)	22.2	14.8
Cc1cc(C(=O)N2CCN(C(c3ccccc3)c3ccccc3)CC2)no1	30.2	13.1
COc1cc(CN2CCC(C(=O)NC3CCCC3)CC2)ccc1O	-36.6	28.1
COc1ccccc1CNC(=O)C1CCN(S(=O)(=O)N2CC(C)CC(C)C2)CC1 (stereo not drawn)	9.8	33.2
CCOc1ccc(NC(=O)CSc2nnc(C(C)C)n2CC)cc1	0.1	18.2
COc1ccc(CCNC(=O)c2cc(-c3ccccc3O)n[nH]2)cc1OC	11.8	37.2
COC(=O)c1cc(=O)n2c(-c3ccccc3)csc2n1	25.4	27.4
COc1cc(CN(C(=O)c2ccco2)c2ccc(C)cc2)ccc1O	-38.7	25.3
CC(C)c1c(O)nc(SCCC(=O)O)[nH]c1=O	-41.4	28.6
Cc1c(NC(=O)Cn2nc(C(F)(F)F)c3c2CCCC3)c(=O)n(-c2ccccc2)n1C	39.6	9.75
O=C(Nc1nccs1)C1C2CC3OC(=O)C1C3C2 (stereo not drawn)	44.3	11.1
O=C(OCC(=O)c1ccco1)c1ccc2ncsc2c1	11.1	32.7
CC(C)(C)Nc1nc(NCc2cccnc2)nc(N2CCOCC2)n1	-8.6	20.3
COCc1nnc(N)s1	18.0	17.9
O=C(NCCc1nc2ccccc2[nH]1)c1ccco1	29.8	25.4
Cc1oc(C(C)(C)C)cc1C(=O)Nc1cccc(/C=C/C(=O)O)c1	-34.4	40.9
CCC(=O)NCC(c1cccs1)N1CCOCC1 (stereo not drawn)	-13.8	41.1
O=C(Cn1nnc(-c2ccccc2-n2cnnn2)n1)N1CCCCC1	-31.3	29
Cc1csc(NC(=O)NC2(C(F)(F)F)Oc3ccccc3O2)n1	14.1	32.7
COc1cccc(-n2c(Cc3cc(=O)[nH]c(=O)[nH]3)nnc2SCC(=O)N2CCCCC2)c1	17.4	41
CCOc1ccc(-c2nnc(-c3ccncc3)o2)cc1	15.6	16.5
O=C(NC1CCS(=O)(=O)C1)Oc1ccccc1 (stereo not drawn)	22.4	15.4

# Additional compounds:
Compound	Htt clearance	Htt clearance grain fraction
COc1cc(-c2ccc(NC(=O)CN3CCCCC3)c(OC)c2)ccc1NC(=O)CN1CCCCC1	40.7	11.1
CCN(CC)c1c([N+](=O)[O-])ncn1C	11.3	16.5
CCOc1cc(-c2cc(-c3ccc(C)o3)nc(N)c2C#N)ccc1O	-20.1	38.7
Cn1nnc2cc(C(=O)N3CCN(c4ccccc4)CC3)ccc21	79.6*	3.58*
CCOc1cc2[nH]c(=S)n(CC3CCCO3)c(=O)c2cc1OCC (stereo not drawn)	-33.9	27
CN(c1ccccc1)c1nc(N2CCCC2)nc(-n2ccnc2)n1	35.4	23.9
CN1CCCC(C(=O)C(C#N)c2ccccc2)C1 (stereo not drawn)	-10.5	37
CC(Oc1ccc(Cl)cc1Cl)c1nc(-c2ccc(NC(=O)c3cccnc3)cc2)no1 (stereo not drawn)	62.5	7.21
O=C(NCc1cccc(Cl)c1)c1cccnc1	-36.7	29.1
O=S(=O)(Nc1ccc(-c2cn3ccsc3n2)cc1)c1ccc2c(c1)OCCO2	-42.6	31.2
OC(c1ccccc1)(c1ccc(F)cc1)C(c1ccccc1)N1CCOCC1 (stereo not drawn)	6.4	37.6
CCOC(=O)c1cc(CC)sc1NC(=O)c1ccc2c(c1)OCCO2	30.6	21.4
CCOC(=O)c1nnn(-c2nonc2N)c1CN1CCCCCC1	4.9	18.2
Cc1sc(NC(=O)CSc2nnc(COc3ccc(Cl)cc3)n2C)c(C#N)c1C	-20.2	25
O=C(CN1C(=O)C2CC=CCC2C1=O)Nc1nnc(SCc2ccc(Cl)cc2)s1 (stereo not drawn)	-13.3	47.6
O=C(COC(=O)CCC1CCCC1)Nc1ccc(Cl)cn1	-43.5	27.8
COc1cc(C2N(c3ccc(F)cc3)C(=O)C3CCCN32)cc(OC)c1OC (stereo not drawn)	-256.8	146
c1ccc(C2=Nn3c(nnc3-c3ccccn3)SC2)cc1	-13.6	39.8
CCCc1cc(C(=O)OC)c(NC(=O)c2cc(C)on2)s1	-24.4	24.1
CC1=C(OC(=O)c2ccc(Br)cc2)C(C)(C)C(c2ccccc2)OC1=O (stereo not drawn)	-17.3	27.4
COc1ccc(OC)c(C(c2nnnn2CCC(C)C)N2CCN(C(=O)c3ccco3)CC2)c1 (stereo not drawn)	-17.8	50.4
COc1cccc(OC(=O)CSc2nnc(-c3ccccc3Br)o2)c1	19.2	14.6
CCS(=O)(=O)N1CCC(NC(C)=O)(c2ccccc2)CC1	-15.3	22.1
CCOC(=O)CC1=CC(=O)Nc2ccccc2N1	-22.3	25.6
CC(C)COC(=O)n1ccc(C(=O)N2CCCCC2)n1	12.1	29.2
COc1ccc2oc(C(=O)C3CC3)c(N)c2c1	-13.5	23
Cc1cccn2c(=O)c3cc(C(=O)NCC4CCCO4)n(C)c3nc12 (stereo not drawn)	12.6	17.2
COc1ccc(N2CCN(C(c3nnnn3CCc3ccccc3)C(C)C)CC2)cc1 (stereo not drawn)	3.4	35.5
CC(=O)c1ccc(OC(C)C)c(CN2CCCCC2)c1	45.3	9.96
CCCCCCCOC1(c2ccccc2)OC(=O)c2ccccc21 (stereo not drawn)	-10.7	37

# Retrieved by compound from the list above:
Compound	Htt clearance	Htt clearance grain fraction
CN1CCCC(C(=O)C(C#N)c2ccccc2)C1 (stereo not drawn)	-10.5	37
c1ccc(C2=Nn3c(nnc3-c3ccccn3)SC2)cc1	-13.6	39.8
Cc1cccn2c(=O)c3cc(C(=O)NCC4CCCO4)n(C)c3nc12 (stereo not drawn)	12.6	17.2

# Following part
Compound	Htt clearance	Htt clearance grain fraction
COc1cc(C)nc(N2CCC(C(N)=O)CC2)n1	-7.2	23.7
CN(C)c1ccc(C(=O)OCC(=O)Nc2ccc(S(N)(=O)=O)cc2)cc1	-71.8	63.2
Cc1ccc(CNC(=O)CSc2nnnn2C)cc1	-13.6	45.4
CC1CCN(S(=O)(=O)c2ccc(C(=O)Nc3sccc3C(N)=O)cc2)CC1	-12.8	46.2
c1ccc(-c2cnnc(N3CCCCC3)n2)cc1	51.8	19.4
Cc1ccc(NC(=O)c2ccccc2N(C)S(C)(=O)=O)cc1C	-22.6	23.8
COc1cc(OC)cc(-c2ncc3ccccn23)c1	-56.8	30.6
O=C(O)CCCC(=O)NCc1ccccn1	-9.0	19.4
N#Cc1ccccc1NC(=O)CSc1nnc(-c2ccccc2)n1-c1ccccc1	14.9	16.6
CCCCCOC(=O)CSc1n[nH]c(=O)[nH]c1=O	1.9	20.1
CCOc1cc(C(=O)NCCOC)cc(OCC)c1OCC	-24.6	50.8
CCC(=O)N1CCN(c2ccccc2NC(=O)COc2cccc(C)c2)CC1	47.5	10.1
CCOc1ccccc1Nc1nnc(SCC(=O)N2CCCC2)s1	-40.1	26.8
CCCc1cc(=O)[nH]c(SCC(=O)N(CC)Cc2ccccc2)n1	-10.9	48.1
Cc1nc(SCC(N)=O)[nH]c(=O)c1Cc1ccc(OC(C)C)cc1	13.2	31.9
CCOc1nc(-c2ccc(C)cc2)ccc1-c1noc(-c2cccnc2)n1	44.6	10.8
O=C(Nc1ccc2oc(-c3cccnc3)nc2c1)c1cc2ccccc2o1	-14.1	45.1
Cc1noc(C(=O)Nc2cccnc2)c1Cl	-12.8	58.7
CCOC(=O)c1ccc(NC(=O)CC2SC(=NC)N(C)C2=O)cc1 (stereo not drawn)	42.5	11
CCOC(=O)C1CCN(c2c(NCc3ccc(C(=O)NCCOC)cc3)c(=O)c2=O)CC1	3.8	32.6
CCCCCCn1c(NCC)nc2c1c(=O)[nH]c(=O)n2C	5.8	39.7
CC1Cc2ccccc2N1C(=O)c1cc2sccc2n1Cc1ccc(F)cc1 (stereo not drawn)	8.8	16.4
O=C(c1nn2c(C(F)(F)F)cc(-c3ccco3)nc2c1Br)N1CCCc2ccccc21	9.1	33.7
C=CCSC1=N/C(=C\C=C\c2ccco2)C(=O)S1	-72.6	66.3
Cc1cnc(C(=O)OCC(=O)NC(=O)NC(C)C)cn1	61.7	12.6
O=C(c1cccc(F)c1)N1CCN(C(=O)C2CC2)CC1	-6.6	21.6
CCCC1=C(C(=O)OCC)C(c2cc(Cl)cc(OC)c2OCc2ccccc2)NC(=O)N1 (stereo not drawn)	13.4	32.6
O=CNC1CCCc2c1[nH]c1ccc(Cl)cc21 (stereo not drawn)	13.9	17.8
CCN1CCN(C(c2cccs2)C(C)NS(=O)(=O)c2ccc(Br)cc2)CC1 (stereo not drawn)	24.3	30.7
CCOc1cccc(C(=O)Nc2cccnc2)c1	-64.5	62.7
CN(CC(=O)N1CCN(C2CCCCC2)CC1)S(=O)(=O)c1cccc2nsnc12	-32.8	22.1
O=C(CN(c1ccc(Cl)c(Cl)c1)S(=O)(=O)c1ccccc1)N1CCc2ccccc2C1	-8.5	32.7

# Some of these compounds in order of molar mass, rising:
Compound	Htt clearance	Htt clearance grain fraction
O=C(O)CCCC(=O)NCc1ccccn1	-9.0	19.4
COc1cc(C)nc(N2CCC(C(N)=O)CC2)n1	-7.2	23.7
Cc1ccc(CNC(=O)CSc2nnnn2C)cc1	-13.6	45.4
Cc1ccc(NC(=O)c2ccccc2N(C)S(C)(=O)=O)cc1C	-22.6	23.8
CCOc1nc(-c2ccc(C)cc2)ccc1-c1noc(-c2cccnc2)n1	44.6	10.8
CCOc1ccccc1Nc1nnc(SCC(=O)N2CCCC2)s1	-40.1	26.8
CCN1CCN(C(c2cccs2)C(C)NS(=O)(=O)c2ccc(Br)cc2)CC1 (stereo not drawn)	24.3	30.7

# An excerpt (hit frequency here may not be typical).
